Bioassay records: PubChem, several laboratories
Runt-CBFb FRET – inhibitors of human RUNX1 Runt domain binding to CBFb. Cerulean-Runt/Venus-CBFb FRET ratio 530/480, 1 h. inhibition, % at 20 µM. 220,000 tested, 0.46% active. AID 1496;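 active means inhibition over about 50% at 20 µM in the single-dose screen, limit read from the data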;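 further: 0% = DMSO wells and 100% = excess unlabeled CBFb competitor control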
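Measured by: fluorescence energy transfer, 422 nm excitation, 530/480 nm emission; test system: Cerulean-tagged RUNX1 Runt domain (FRET donor) fusion protein; buffer or medium: Tris pH 7.5 buffer with BSA; compound: one dose, 20 µM compound, 1% DMSO; times: two 1 h room-temperature incubations shielded from light; benchmarks: unlabeled CBFb 5 µM, positive control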
Runt-SMMHC FRET – Runt domain-CBFb-SMMHC interaction inhibition. 220,000 tested, 0.74% active. inhibition, % at 20 µM. Cerulean-Runt/Venus-CBFb-SMMHC FRET ratio 530/480, 1 h. AID 1434;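 active means mean inhibition across duplicate retests at 20 µM reaching about 50%, limit read from the data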;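 further: 0% = DMSO wells and 100% = wells with excess untagged CBFb-SMMHC; inhibitors lower the FRET ratio by blocking Runt binding to CBFb-SMMHC; some results filed as inactive read as strong as hits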
14-3-3 Bad inh – disrupts binding of bovine 14-3-3 zeta to phospho-Bad peptide; P63103; TR-FRET 14-3-3zeta/Dy647-pBad peptide displacement, 1 h; inhibition, % at 21.7 µM; 220,000 tested, 0.71% active; AID 781;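 active means inhibition above about 70%, limit read from the data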;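 further: 0% = full 14-3-3 plus peptide FRET controls and 100% = background without 14-3-3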
Tb hexokinase – blocks Trypanosoma brucei hexokinase 1 activity; 220,000 tested, 0.11% active; AID 1430; inhibition, % at 10 µM; recombinant TbHK1, G6PDH-coupled NADH A340;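 active means inhibition of 50% or more in the single-dose primary screen; inactive means inhibition below 50%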
p47phox inh – p47phox (human) inhibition | p47phox/p22phox peptide binding, fluorescence polarization, 2 h | inhibition, % at 24.7 µM | 220,000 tested, 0.53% active | AID 1274;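 active means inhibition above about 30%, limit read from the data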;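 further: 0% = p47phox with labelled peptide and 100% = labelled peptide alone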
Target sequence (P14598 whole entry, looked up): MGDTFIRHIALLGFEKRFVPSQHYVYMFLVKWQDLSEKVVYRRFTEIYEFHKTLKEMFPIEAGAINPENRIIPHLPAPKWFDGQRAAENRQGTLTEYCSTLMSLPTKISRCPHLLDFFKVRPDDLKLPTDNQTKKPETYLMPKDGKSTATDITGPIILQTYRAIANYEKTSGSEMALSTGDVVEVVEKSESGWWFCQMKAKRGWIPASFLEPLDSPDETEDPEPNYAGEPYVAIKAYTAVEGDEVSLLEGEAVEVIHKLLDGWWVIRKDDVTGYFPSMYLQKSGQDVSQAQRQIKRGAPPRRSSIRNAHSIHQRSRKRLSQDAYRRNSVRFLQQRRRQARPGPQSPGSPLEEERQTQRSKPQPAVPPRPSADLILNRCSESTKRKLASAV
Hck-Nef inh – human Hck-Nef kinase inhibition; P08631; Recombinant Hck-YEEI plus Nef, Z-Lyte FRET kinase assay; inhibition, % at 20 µM; 220,000 tested, 0.68% active; AID 463187;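 active means Hck-Nef kinase inhibition above about 50%, limit read from the data; inactive means inhibition below that limit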;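 further: 0% = DMSO with Hck plus Nef and 100% = Hck alone without Nef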
zVAD death inh – blocks zVAD induced death of L929 cells. L929 zVAD necroptosis rescue, ATP luminescence, 24 h; with zVAD 60 µM. viability rescue, % at 10 µM. 220,000 tested, 0.38% active;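 active means activation, scaled between plate controls, above about 75%, limit read from the data; inactive means activation under that limit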;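 further: 0% = zVAD with DMSO and 100% = DMSO alone without zVAD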
EBV gp42 inh – EBV gp42 inhibition; Q1HVG2; Fluorescence polarization binding assay, mP read-out; inhibition, % (tested at 21.74 µM); 220,000 tested, 0.42% active; AID 1085; in the data active means inhibition above about 50%
Target sequence (Q1HVG2 whole entry, looked up): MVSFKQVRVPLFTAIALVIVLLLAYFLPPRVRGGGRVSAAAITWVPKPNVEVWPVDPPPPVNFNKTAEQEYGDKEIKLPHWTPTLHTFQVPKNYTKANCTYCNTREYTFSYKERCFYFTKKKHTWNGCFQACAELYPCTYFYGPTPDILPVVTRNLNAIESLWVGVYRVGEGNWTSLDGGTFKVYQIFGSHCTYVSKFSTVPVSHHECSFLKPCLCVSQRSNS
MDM2 E3 inh – inhibitors of human Mdm2 E3 ubiquitin ligase | Q00987 | cell-based MDM2 ubiquitination luciferase reporter, 2 h; 0 = plate control, 100 = twice control, blank-subtracted | signal enhancement, % at 5 µM | 210,000 tested, 0.11% active;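 active means signal enhancement of 30% or more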;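 further: luminescence tracks abundance of the self-degrading MDM2-luciferase fusion protein; higher signal means inhibition of MDM2 E3 ligase activity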
Target sequence (Q00987 whole entry, looked up, the tested form may be a part): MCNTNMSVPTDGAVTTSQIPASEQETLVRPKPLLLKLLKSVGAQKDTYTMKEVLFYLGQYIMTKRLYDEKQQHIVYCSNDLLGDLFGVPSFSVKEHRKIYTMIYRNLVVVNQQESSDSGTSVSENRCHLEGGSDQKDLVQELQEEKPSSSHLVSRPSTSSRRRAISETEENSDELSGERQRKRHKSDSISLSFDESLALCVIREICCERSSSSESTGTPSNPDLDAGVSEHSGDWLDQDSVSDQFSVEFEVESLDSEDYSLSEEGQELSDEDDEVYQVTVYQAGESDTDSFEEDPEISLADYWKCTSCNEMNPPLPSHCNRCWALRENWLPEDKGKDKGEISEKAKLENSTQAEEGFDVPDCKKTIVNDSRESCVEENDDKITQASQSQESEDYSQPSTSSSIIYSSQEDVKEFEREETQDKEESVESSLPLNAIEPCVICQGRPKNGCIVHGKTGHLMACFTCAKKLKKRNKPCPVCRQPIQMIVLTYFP
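Timing – 2 h compound exposure at 37 °C · Assay system – mammalian cells stably expressing self-ubiquitinating, self-degrading MDM2 E3–luciferase fusion · Amount – 2000 cells seeded into each well · Measure – % luminescence enhancement versus blank-corrected plate control mean · Measured by – SteadyLite luminescence, 15 min reagent step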
An asterisk follows results filed as active; . = not tested or not shown; [ ] = remark or other dose. Not a hit list; about 3.2% have a hit in one of these screens.

entry	mol	EBV gp42 inh	MDM2 E3 inh	Runt-CBFb FRET	Tb hexokinase	14-3-3 Bad inh
1	O=C(OCc1ccc(Cl)c(Cl)c1)c1cnccn1	-4	-6	-1	-4	-5
2	Nc1c(C(=O)Nc2ccccc2)sc2ncc([N+](=O)[O-])cc12	-2	-12	-3	-15	-2
3	O=C(O)CCN1C(=O)/C(=C\c2ccncc2)SC1=S	4	-11	8	-13	-15
4	Cc1ccc(Nc2nnc(SCC(=O)N(C)C3CCS(=O)(=O)C3)s2)cc1 (configuration not stated)	-5	1	-2	-3	-9
5	CCc1c(C#N)c(N)nc(SCC(=O)OCc2ccccc2)c1C#N	-2	4	-1	-2	7[fluorescence artefact?]
6	O=C(Cn1nnc2ccccc21)N/N=C\c1cccs1	-14	5	-2	-6	2
7	COc1cc2[nH]c(=S)n(NC(=O)c3ccccc3)c(=O)c2cc1OC	-9	-11	1	-22	-10[fluorescence artefact?]
8	COc1ccc(S(=O)(=O)Nc2ccc3c(c2)OCCO3)cc1Cl	8	-16	2	5	-6
9	Cc1cc(C)n2nc(S(=O)(=O)NCCc3ccccc3)nc2n1	-8	-6	2	0	-5
10	Cc1cccc(/C=N/NC(=O)NC2CCCCC2)c1	-1	-38	-3	36	-7

entry	p47phox inh	zVAD death inh	Runt-SMMHC FRET	Hck-Nef inh
1	-10	0.5	-2	1
2	-25	0.7	-1	-4
3	-2	-1.4	-3	20
4	15	0.4	3	35
5	-16	1.0	4	1
6	-8	1.0	-2	2
7	0	-0.3	1	-1
8	-8	-0.3	-3	0
9	-10	2.9	-3	0
10	-10	2.9	4	-6

Next part, overlapping the part above by 2 compounds.
entry	mol	EBV gp42 inh	MDM2 E3 inh	Runt-CBFb FRET	Tb hexokinase	14-3-3 Bad inh
9	Cc1cc(C)n2nc(S(=O)(=O)NCCc3ccccc3)nc2n1	-8	-6	2	0	-5
10	Cc1cccc(/C=N/NC(=O)NC2CCCCC2)c1	-1	-38	-3	36	-7
11	N#CC(C(=O)c1ccccc1Cl)=C1SCCCS1	-9	-4	2	-33	-4
12	O=C(NCc1cccnc1)NC1CC(=O)N(c2ccc3c(c2)OCCO3)C1 (configuration not stated)	-9	-2	2	-2	-7
13	Oc1ccccc1/C=N/NC(=S)NC1CC2CCC1C2 (configuration not stated)	5	-7	4	-16	-15
14	Cc1ccc(NS(C)(=O)=O)c(C(=O)c2ccccc2)c1	-14	-4	-2	-4	-1
15	Cc1ccc(NC(=O)C2CC(=O)Nc3nncn32)cc1 (configuration not stated)	2	-6	0	-6	-18
16	Cc1cc(N/N=C/c2ccc(Cl)cc2Cl)nc(NCc2ccccc2)n1	-1	-17	2	-3	-10
17	CCCn1nnnc1NC(=O)c1cc(Br)ccc1OC	-9	-8	1	2	-6
18	O=S(=O)(/N=C/c1ccccc1O)c1cccs1	-5	-2	1	-4	3
19	COc1ccc(NC(=O)C2CCCN(c3c4c(nc5ncnn35)CCC4)C2)cc1OC (configuration not stated)	6	5	-2	2	1
20	CCc1ccc(NC(=O)Nc2ccncc2)cc1	-2	-11	1	-3	-16

entry	p47phox inh	zVAD death inh	Runt-SMMHC FRET	Hck-Nef inh
9	-10	2.9	-3	0
10	-10	2.9	4	-6
11	-5	0.2	-2	19
12	-5	1.3	2	26
13	-8	-0.3	4	-8
14	-10	-0.2	-3	-2
15	-8	1.4	-1	25
16	-3	2.1	5	-1
17	7	-0.1	2	5
18	-5	0.0	2	4
19	1	0.3	1	3
20	-11	5.6	0	3

New compounds follow
entry	mol	EBV gp42 inh	MDM2 E3 inh	Runt-CBFb FRET	Tb hexokinase	14-3-3 Bad inh
21	CCN1CCN(C(=S)Nc2ccc(C(C)=O)cc2)CC1	-21	-14	0	-15	-1
22	CCn1nnnc1SCC(=O)N1c2ccccc2Sc2ccccc21	-6	-7	3	1	6
23	CCCCC(=O)NC(NC(=S)N1CCOCC1)C(Cl)(Cl)Cl (configuration not stated)	-19	-22	4	-9	0
24	COC(=O)CSc1nnc([C@H](Cc2ccccc2)NC(=O)OC(C)(C)C)o1	-2	-7	5	6	5[fluorescence artefact?]
25	Cc1ccccc1NC(=O)CSc1nc(Nc2ccccc2)nc(N2CCOCC2)n1	11	-2	-2	1	4
26	O=C(CSc1nnc2ccccn12)Nc1ccc(S(=O)(=O)N2CCOCC2)cc1	-7	-8	0	-3	-3
27	O=C(Oc1ccc[nH]c1=O)c1cccc(Cl)c1	-7	-7	6	-6	-6
28	COc1ccccc1CN=C1NC(=O)C(CC(=O)Nc2ccc(C(C)=O)cc2)S1 (configuration not stated)	-2	-14	1	-10	-3
29	CC(C)NC(=O)c1nn2c(C(F)(F)F)cc(-c3ccco3)nc2c1Cl	-34	10	.	-5	-14
30	Cc1cc2nnc(SC(C)C)n2c2ccccc12	-10	7	-2	-1	-1[fluorescence artefact?]

entry	p47phox inh	zVAD death inh	Runt-SMMHC FRET	Hck-Nef inh
21	2	-0.2	-1	-7
22	4	-0.3	-1	6
23	-12	0.6	-2	1
24	-15	1.8	24	-4
25	4	11	-2	0
26	1	2.3	-3	21
27	-6	0.8	2	-8
28	-12	0.5	-4	10
29	-1	2.8	.	19
30	-5	0.2	-1	-4

Carrying on.
entry	mol	EBV gp42 inh	MDM2 E3 inh	Runt-CBFb FRET	Tb hexokinase	14-3-3 Bad inh
31	CCn1ncc(Br)c1C(=O)Nc1cc(C)cc(C)c1	-22	6	-2	-1	-10
32	Cc1ccc(C)c(OCCCC(=O)N2CCOCC2)c1	-16	0	-2	-1	-5
33	O=C(N/N=C/c1c[nH]c2ccccc12)c1cc(-c2ccc(-c3ccccc3)cc2)n[nH]1	-18	-16	.	-10	54
34	O=C(CCS(=O)NCc1ccccc1)NCc1ccccc1 (configuration not stated)	4	-16	-3	-2	2
35	CC(C)c1csc(CN2CCC(CO)(Cc3cccc(F)c3)CC2)n1	-9	0	-1	2	-6
36	CCc1ccccc1OCC(=O)OCC(=O)N1CC(=O)Nc2ccccc21	-3	-15	-2	-1	-8
37	N#Cc1ccccc1N=Cc1ccc(Br)cc1	-11	-2	-1	25	-15
38	Nc1nnc(-c2ccc(Cl)cc2)o1	-12	-5	0	-8	5
39	O=C(NC1CCCCC1)c1ccc(Br)o1	9	-15	-2	0	-6
40	COc1cc(N/N=C/c2ccc(N(C)C)cc2)ncn1	-15	-63	2	-37	-14

entry	p47phox inh	zVAD death inh	Runt-SMMHC FRET	Hck-Nef inh
31	-7	0.2	-1	4
32	2	0.8	2	22
33	-55	1.9	-8	16
34	-4	0.7	-3	0
35	-12	1.5	-5	14
36	-3	0.9	1	18
37	-15	0.6	-2	0
38	4	0.0	2	16
39	-4	2.8	4	2
40	-3	69	7	35

(list continues)
entry	mol	EBV gp42 inh	MDM2 E3 inh	Runt-CBFb FRET	Tb hexokinase	14-3-3 Bad inh
41	CCCCNCCOCCOc1ccc(C)cc1[N+](=O)[O-]	-10	1	0	-2	67[fluorescence artefact?]
42	Cc1ccc(S(=O)(=O)NC(=O)c2cc(C)n(-c3ccccc3)c2C)cc1	-11	-6	0	2	-9[fluorescence artefact?]
43	COc1cc(NC(=S)NC(C)(C)C)c(OC)cc1Cl	-4	-22	5	8	-5
44	CN(C)/C=N/c1ncc(C(=O)OC(C)(C)C)s1	-5	-7	0	-37	7
45	CCCn1c(SCC(=O)c2ccc3c(c2)OCCO3)nc2c1c(=O)n(C)c(=O)n2C	-5	-7	-2	-15	-3[fluorescence artefact?]
46	O=C(CSc1nnc2ccccn12)NNC(=O)c1ccc(Cl)cc1	-13	-9	0	5	1
47	Cc1ccc(NC(=O)CC(NCC2CCCO2)C(=O)O)cc1C (configuration not stated)	8	-8	.	5	-13
48	CCOC(=O)N1CCN(c2nc(-c3ccco3)cc(C(F)(F)F)n2)CC1	-5	-1	-9	-9	3
49	CN(C)S(=O)(=O)c1ccc(C(=O)Nc2ccccc2OC(F)(F)C(F)F)cc1	-9	2	0	3	-9
50	O=C(Nc1nnc(-c2ccc3c(c2)CCCC3)o1)C1COc2ccccc2O1 (configuration not stated)	-11	-13	1	16	14

entry	p47phox inh	zVAD death inh	Runt-SMMHC FRET	Hck-Nef inh
41	-1	-0.1	-4	2
42	6	1.0	-1	2
43	7	1.1	-4	-16
44	-3	0.4	-6	20
45	-6	1.4	-7	6
46	0	0.3	1	16
47	9	-0.5	1	-18
48	-5	1.3	-8	2
49	-11	0.3	-1	-5
50	-15	0.2	0	7

Grouped by structure: those above with a furan ring, fused or not (3)
entry	mol	EBV gp42 inh	MDM2 E3 inh	Runt-CBFb FRET	Tb hexokinase	14-3-3 Bad inh
29	CC(C)NC(=O)c1nn2c(C(F)(F)F)cc(-c3ccco3)nc2c1Cl	-34	10	.	-5	-14
39	O=C(NC1CCCCC1)c1ccc(Br)o1	9	-15	-2	0	-6
48	CCOC(=O)N1CCN(c2nc(-c3ccco3)cc(C(F)(F)F)n2)CC1	-5	-1	-9	-9	3

entry	p47phox inh	zVAD death inh	Runt-SMMHC FRET	Hck-Nef inh
29	-1	2.8	.	19
39	-4	2.8	4	2
48	-5	1.3	-8	2

The list continues.
entry	mol	EBV gp42 inh	MDM2 E3 inh	Runt-CBFb FRET	Tb hexokinase	14-3-3 Bad inh
51	CCC(C)NC(=O)Cn1cccc1C(=O)c1ccccc1 (configuration not stated)	-20	-14	-2	-1	-7
52	COC(=O)Cc1[nH]n(-c2nc3ccccc3s2)c(=O)c1C(C)=Nc1ccc(Cl)cc1	-12	-59	2	-38	30
53	CCCCNC(=S)N/N=C/C1=CCC2CC1C2(C)C (configuration not stated)	-16	-7	-4	6	0
54	Cc1ccc[n+](C(C)C(=O)c2ccc(-c3ccccc3)cc2)c1 (configuration not stated)	-7	-9	-1	3	-6[fluorescence artefact?]
55	CCN(C(=O)CSc1nnc(-c2ccncc2)n1Cc1ccccc1)C1CCS(=O)(=O)C1 (configuration not stated)	-11	3	1	2	-15
56	CCOc1ccc(C2C(C(=O)C3CC3)N3C=C(C#N)C=CC3C2(C#N)C#N)cc1 (configuration not stated)	-5	-22	2	-24	3

entry	p47phox inh	zVAD death inh	Runt-SMMHC FRET	Hck-Nef inh
51	-2	1.1	-12	1
52	-79	0.2	-11	64*
53	-5	0.0	4	4
54	-12	0.7	1	4
55	-5	5.1	2	23
56	-44	0.1	1	4

Record cards, as listed above. Order of screens: EBV gp42 inh | MDM2 E3 inh | Runt-CBFb FRET | Tb hexokinase | 14-3-3 Bad inh | p47phox inh | zVAD death inh | Runt-SMMHC FRET | Hck-Nef inh
`Cc1ccc(S(=O)(=O)NC(=O)c2cc(C)n(-c3ccccc3)c2C)cc1` is entered as -11 | -6 | 0 | 2 | -9[fluorescence artefact?] | 6 | 1.0 | -1 | 2
`O=C(NC1CCCCC1)c1ccc(Br)o1` is entered as 9 | -15 | -2 | 0 | -6 | -4 | 2.8 | 4 | 2
`N#CC(C(=O)c1ccccc1Cl)=C1SCCCS1` is entered as -9 | -4 | 2 | -33 | -4 | -5 | 0.2 | -2 | 19
`CCOc1ccc(C2C(C(=O)C3CC3)N3C=C(C#N)C=CC3C2(C#N)C#N)cc1` (configuration not stated) is entered as -5 | -22 | 2 | -24 | 3 | -44 | 0.1 | 1 | 4
`CN(C)S(=O)(=O)c1ccc(C(=O)Nc2ccccc2OC(F)(F)C(F)F)cc1` is entered as -9 | 2 | 0 | 3 | -9 | -11 | 0.3 | -1 | -5
